Bioassay records: PubChem, National Center for Advancing Translational Sciences (NCATS)
KDM5B inh = inhibitors of human KDM5B histone demethylase; KDM5B demethylase, FDH-coupled NADH fluorescence (FDH is formaldehyde dehydrogenase); Potency, µM (top dose mostly 57.7 µM), inactives show at the highest dose activity change, negative = inhibition, hits mostly inhibitors; 220,000 compounds, 2.6% hits; active = well fitted inhibition curve with a large enough effect; inconclusive = small, poorly fitted or top-dose-only effect; inactive = no such curve, though single readings can be large or run the other way; also: 0% is about no effect; nearly all actives have a fitted effect of over 70% in size
Target sequence (Q9UGL1 whole entry, looked up): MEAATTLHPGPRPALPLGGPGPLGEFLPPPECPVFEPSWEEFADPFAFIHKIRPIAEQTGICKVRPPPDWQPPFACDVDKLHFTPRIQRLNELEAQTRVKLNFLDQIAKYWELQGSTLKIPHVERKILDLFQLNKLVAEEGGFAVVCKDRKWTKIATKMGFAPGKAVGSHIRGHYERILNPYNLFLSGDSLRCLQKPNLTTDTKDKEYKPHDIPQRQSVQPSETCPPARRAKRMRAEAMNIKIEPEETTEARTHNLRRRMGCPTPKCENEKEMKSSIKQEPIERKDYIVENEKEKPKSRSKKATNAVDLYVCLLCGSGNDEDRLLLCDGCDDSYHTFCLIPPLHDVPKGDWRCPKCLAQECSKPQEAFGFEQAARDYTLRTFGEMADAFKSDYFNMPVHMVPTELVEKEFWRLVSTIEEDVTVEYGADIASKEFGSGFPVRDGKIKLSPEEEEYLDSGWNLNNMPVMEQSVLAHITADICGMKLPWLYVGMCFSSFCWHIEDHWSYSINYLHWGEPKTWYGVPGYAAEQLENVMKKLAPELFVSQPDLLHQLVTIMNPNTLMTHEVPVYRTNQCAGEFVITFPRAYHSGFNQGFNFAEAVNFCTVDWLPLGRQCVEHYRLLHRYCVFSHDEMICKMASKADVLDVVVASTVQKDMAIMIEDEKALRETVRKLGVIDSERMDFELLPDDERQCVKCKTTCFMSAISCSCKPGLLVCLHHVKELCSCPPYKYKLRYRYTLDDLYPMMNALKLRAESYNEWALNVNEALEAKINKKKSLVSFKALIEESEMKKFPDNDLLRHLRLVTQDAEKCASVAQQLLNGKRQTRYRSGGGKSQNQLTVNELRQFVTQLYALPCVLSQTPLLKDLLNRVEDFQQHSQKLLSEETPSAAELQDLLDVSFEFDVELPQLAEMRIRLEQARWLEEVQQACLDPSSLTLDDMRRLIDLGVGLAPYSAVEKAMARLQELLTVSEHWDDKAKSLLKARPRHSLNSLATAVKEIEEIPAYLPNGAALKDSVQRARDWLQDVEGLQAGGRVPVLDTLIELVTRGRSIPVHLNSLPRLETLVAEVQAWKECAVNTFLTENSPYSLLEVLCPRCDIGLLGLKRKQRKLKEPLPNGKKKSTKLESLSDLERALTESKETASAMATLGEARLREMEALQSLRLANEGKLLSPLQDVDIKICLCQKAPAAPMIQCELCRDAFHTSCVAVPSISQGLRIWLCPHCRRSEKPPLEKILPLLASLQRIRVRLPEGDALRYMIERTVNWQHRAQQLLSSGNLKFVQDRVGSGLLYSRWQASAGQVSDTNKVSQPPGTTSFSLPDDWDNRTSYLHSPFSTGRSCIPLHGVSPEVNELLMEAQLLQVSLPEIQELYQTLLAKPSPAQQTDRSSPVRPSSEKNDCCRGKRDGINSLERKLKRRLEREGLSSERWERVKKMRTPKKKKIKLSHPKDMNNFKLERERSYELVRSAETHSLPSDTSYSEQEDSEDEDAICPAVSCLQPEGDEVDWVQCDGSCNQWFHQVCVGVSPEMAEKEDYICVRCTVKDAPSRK
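Coupled FDH/NAD⁺ fluorescence readout. KDM5BΔAP 200 nM final; compound titration, 10 min RT preincubation; substrate mix 12.5 µM H3K4me3, 25 µM 2-OG, 50 µM Fe(II), 100 µM ascorbate, 0.25 mM NAD⁺, 0.25 U/mL FDH; ΔRFU over 30 min.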
* marks the source's active call; other numbers are inactive results; ? = inconclusive; & = joins results of further samples; [ ] = dose if it differs, or a comment. Potency is read from the fitted curve at half-maximal effect. Not all compounds are listed; the hit share may differ from the screen's.

SMILES | KDM5B inh
Cc1cc(C(=O)Nc2ccc3c(c2)CCC3)c(C)s1 | 3%
Cc1nc(-c2cccc(Cl)c2)n(CC(=O)Nc2ccccc2F)c(=O)c1CCO | 18%
CCCCCCC(C)NC(=O)COC(=O)c1n[nH]c(=O)c2ccccc12 (centres undefined) | -5%
COC(=O)c1sccc1S(=O)(=O)N1CCN2C(=O)CN(C)C(=O)C2C1 (centres undefined) | 19%
Cc1n[nH]c(=O)c2c(NC(=O)CSc3nnc(C4CC4)n3Cc3ccccc3)oc(C)c12 | 10%
Cc1ccc(/C=C/C(=O)c2c(C)nc3ccc(Br)cc3c2-c2ccccc2)o1 | ?
Cc1ccc(S(=O)(=O)NCc2c(C)nn(Cc3ccccc3)c2C)cc1 | 9%
Cc1ccc(C)c(N2CCN(C(=O)CCn3ccn4nc5c(c4c3=O)CCCC5)CC2)c1 | 16%
NC1CCC(n2cc(C(=O)N3CCC(Nc4ccccn4)CC3)nn2)CC1 (centres undefined) | -21%
Cc1ccc(NC(=O)CSc2nn3c(=O)c(C)nnc3s2)cc1Cl | -39%
COc1ccc2c(c1)c1c(c(=O)n(-c3ccc(C)cc3)c(=O)n1CC(=O)c1ccc(Cl)cc1)n2C | ?
Cc1ccc(C)c(NC(=O)c2ccc3c(c2)CCC3)c1 | -1%
CC(=O)N1CCSc2ccc(S(=O)(=O)Nc3ccc(C)c(N(C)C)c3)cc21 | -9%
CCN(CC)c1ccc(/C=N/NC(=O)CNC(=O)c2ccc3c(c2)OCCO3)cc1 | ?
CCC1=C(C(=O)OC)C(c2ccccc2)N2C(CC(=O)N3CCCC3)=CSC2=N1 (centres undefined) | -11%
Cc1cccc(Nc2ncnc3onc(-c4ccc(Cl)cc4)c23)c1C | ?
COc1ccc(NC(=O)CN2CCN(C(=S)NC3CCCC3)CC2)cc1 | 20%
Cc1c(Cl)cccc1-n1nc(C)c2c(C)cc(=O)n(CC(=O)NCc3ccccc3)c21 | 0%
CCOC(=O)c1c(S(=O)(=O)N2CCCC(C(=O)Nc3ccc(F)c(F)c3)C2)c(C)n(C)c1C (centres undefined) | 4%
C=CCc1cc(/C=C2\NC(=O)NC2=O)cc(OCC)c1OCc1ccc(F)cc1 | 10%
CN1C(=O)CCCCC1C(=O)NCc1cccc(F)c1 (centres undefined) | 5%
Cc1ccc(S(=O)(=O)N2CCC(c3nnc(-c4cccc(C)c4)o3)CC2)cc1 | -22%
Oc1ccc(-n2nnnc2SCc2ncc(-c3ccc(Cl)cc3)o2)cc1 | 14%
COCCN(C(=O)CCC(=O)Nc1nccs1)C(C(=O)NC(C)(C)C)c1ccc(C)cc1 (centres undefined) | 16%
O=C(CCc1nc(CSc2n[nH]c(-c3cccc(F)c3)n2)no1)Nc1ccc2ccccc2c1 | -13%
O=C(Nc1cccc(F)c1)[C@@H]1C[C@H](c2ccc(F)cc2)N([S+](=O)([O-])C2CC2)C1 | -20%[86.2 µM]
Cc1ccsc1CN1CCC(C2CCN(S(C)(=O)=O)CC2)C1 (centres undefined) | ?
CCCCOCCCNC(=O)CCC(=O)NC1CCCCCCCCCCC1 | 27%
COc1ccc(C(=O)N(Cc2ccco2)Cc2ccc(C)o2)cc1 | -26%
Cc1nn(CC(O)c2ccc(F)cc2F)c(=O)c2ccccc12 (centres undefined) | 23%
O[C@@H]1C[C@@H](c2nnc3n2CCN(Cc2ccc4c(c2)CCO4)C3)N(Cc2ccccc2)C1 | ?
CCCn1ccc2sc(C)c(C(=O)NC3CCCC3)c2c1=O | ?
COc1ccc(-c2cc(N3CCCC(NC(=O)c4cc(F)ccc4F)C3)n[nH]2)cc1 (centres undefined) | -32%
CC(=O)N1CCCc2cc(S(=O)(=O)NCc3ccccc3Cl)ccc21 | 9%&12%
O=C1CC(c2ccccc2)N(S(=O)(=O)c2ccccc2)CCCCCCN1 (centres undefined) | -18%
Cc1cc(S(=O)(=O)NCC(c2ccco2)S(=O)(=O)c2ccccc2)ccc1F (centres undefined) | -9%
CCc1c(C)[nH]c2ccc(C)cc2c1=O | ?
O=C(NC(c1ccccc1)c1cc2ccccc2o1)C1CC1 (centres undefined) | 20%
CC(C)(C)c1nc(C(=O)NCCc2ccc(Cl)cc2)n2ccncc12 | 79µM*
Cc1ccc(CNC(=O)CN(c2ccc(C)cc2)S(=O)(=O)c2c(C)nn(C)c2C)cc1 | ?
Cc1cc(Cl)ccc1NC(=O)C1CCN(S(=O)(=O)c2ccc3[nH]c(=O)ccc3c2)CC1 | 0%
COC1CCOC2(CCN(C(=O)c3ccc(F)cc3)CC2)C1 (centres undefined) | 2%
O=C(Nc1cc(S(=O)(=O)N2CCOCC2)ccc1NCC1CCCO1)NC1CCCCC1 (centres undefined) | 6%
N/C(=C\C(=O)/C=C/c1ccco1)C(F)(F)F | -21%
COC(=O)[C@@H]1Cc2ncn(Cc3ccccc3)c2CN1C(=O)COc1ccccc1 | ?
CCOc1cc(/C=C(/C#N)c2ccc(C(F)(F)F)cn2)ccc1O | 4%
C=CCNC(=O)C1CC(=O)N(c2ccc(OCC(=O)Nc3ccc(Cl)cc3)cc2)C1 (centres undefined) | 10%
CCOc1ccc(CNCc2ccco2)cc1OC | 30%
CNC(=O)[C@@H]1C[C@H](Oc2cccnc2)CN1C(=O)C1CCCC1 | -19%
O=C(C1CCCC1)N1CCn2c(nn(-c3ccncc3)c2=O)C1 | 21%[86.2 µM]
Cc1cc(C(=O)N2CCN(c3ncccc3C#N)CC2)no1 | ?
Cc1n[nH]c(C)c1C(C)N (centres undefined) | -16%
O=C(CCc1c[nH]c2ccccc12)N(Cc1ccc(F)cc1)C1CC1 | 12%
COc1ccc(C(=O)OCC(=O)NCC(F)(F)F)cc1 | 10%
COC(=O)c1cccc(NC(=O)c2cc[n+]([O-])cc2)c1 | 18%
CC(=O)Nc1ccc(CNC[C@H]2Cn3cc(-c4ccc(C)cc4)nc3CO2)cc1 | 18%[86.2 µM]
CC(NS(=O)(=O)c1c(Cl)cc(Br)cc1Cl)C(=O)N1CCCCC1 (centres undefined) | -6%
CN(C(=O)COC(=O)c1ccc(F)c(Cl)c1)c1ccc(F)cc1 | 13%
COc1ccc(Oc2c(C)oc3cc(OC(=O)c4ccc5c(c4)OCO5)ccc3c2=O)cc1 | 5%
CCn1c(SCC(=O)Nc2ccc3c(c2)OCCO3)nc2ccsc2c1=O | 1%

Laid out differently: entries from further up.
compound	KDM5B inh
Cc1ccc(C)c(NC(=O)c2ccc3c(c2)CCC3)c1	-1%
CC(=O)N1CCSc2ccc(S(=O)(=O)Nc3ccc(C)c(N(C)C)c3)cc21	-9%

Further entries follow:
SMILES | KDM5B inh
CCOc1ccc2c(c1)cc(C(=O)Nc1ccc(OC)cc1)n2C | 2%
CC(Sc1nc(CN2CCOCC2)nc2ccccc12)C(=O)N1CCCCCC1 (centres undefined) | 0%
Cc1ccc2c(CCNC(=O)CNC(=O)c3ccccc3)c[nH]c2c1 | 18%
COc1ccc(C(=O)N[C@H]2CO[C@H]3[C@@H]2OC[C@@H]3n2nnnc2Oc2cccc(N(C)C)c2)cc1 | -10%
COc1ccc2[nH]c(C)c(CCC(C)=O)c(=S)c2c1 | ?
CCOc1ccccc1C(=O)N1CCCN(c2cc(-c3ccc(F)cc3)[nH]n2)CC1 | -12%
O=C(CCc1conc1-c1ccc(F)cc1)NC1CCCCC1 | 11%
CC(C)(C)C(=O)NNC(=O)c1cc2sccc2s1 | 24%
O=C1NCCCCCCN(S(=O)(=O)c2ccc3c(c2)CCC3)[C@H]2CCC[C@@H]12 | 8%
CNC(=O)C1(N2CCC[C@H]2C(=O)NCc2cccnc2)CCCCC1 | -3%[86.2 µM]
COc1ccc(-c2noc(-c3nc(-c4ccc(OC)c(OC)c4)no3)n2)cc1OC | -13%
COCCCNC(=O)N1C[C@@H]2CCCN3CCC[C@@H]([C@H]23)[C@H]1CCCC(=O)NCC1CC1 | ?
Cc1ccc(N=C2NN=C(c3cc(C)n(CC4CCCO4)c3C)CS2)cc1C (centres undefined) | 4%
COc1ccc(NC(=O)N2C[C@@H](F)C[C@H]2C(=O)N2CCc3ccccc3C2)c(C)c1 | -11%
COc1ccc(CN2CC(Oc3ccc(F)cc3C)C2)cc1 | -24%[86.2 µM]
CN(Cc1nc2ccccc2[nH]1)S(=O)(=O)c1ccc(F)cc1 | 18%
CCOC(=O)Nc1cccc(C(=O)OCc2cccc(C(=O)OC)c2)c1 | 0%
COCCn1c(=O)c2c(n1Cc1ccccc1)CN(C(=O)c1cc3ccccc3n1C)CC2 | -13%
COc1ccc(/C=C/c2cc(C(=O)O)c3ccccc3n2)cc1OC | 3%
CC(C)n1nccc1NC(=O)COc1ccc(C#N)cc1Cl | 27%
O=S(=O)(Nc1ccc(N2CCCCC2)cc1)c1ccc(F)cc1F | 8%
COc1ccc(-c2nc3cnccn3c2NCCC(=O)O)cc1 | 28µM*
CC(=O)c1ccc(NC(=O)CSc2nc(=O)n(Cc3ccncc3)c3c2CCC3)cc1 | 6%&-3%
O=C(NCc1csc(-c2cccs2)n1)Nc1ccc(C(F)(F)F)cc1 | ?
O=C(CSc1nnc2n1CCCN2)c1ccccc1 | 17%
CCCCn1c(=O)[nH]c(=O)c2c1nc(-c1ccncc1)n2CCC | -24%
Cc1csc(NC(=O)CCc2ncc(-c3ccc(Cl)cc3Cl)o2)n1 | 11%
O=S1(=O)CCC(N2CCN(Cc3cccc(S(=O)(=O)N4CCOCC4)c3)CC2)C1 (centres undefined) | -20%
COCCC(=O)N[C@H]1CC[C@]2(C)CC[C@@H]3[C@H](OC(=O)[C@H]3C)[C@H]2[C@@H]1C | -9%[86.2 µM]
O=C(c1ccn[nH]1)N1CCN(Cc2cnn3cccnc23)CC(O)C1 (centres undefined) | ?
Cc1noc(C)c1-c1cc2cc(CO)oc2c(NCCN2CCOCC2)n1 | ?
O=c1[nH]nc(SCc2ncc(-c3cccc(Cl)c3)o2)n1C1CC1 | 8%
CCCCNC(=O)CN1C(=O)c2c(c3ccccc3n2C)C1c1ccc(OC)cc1 (centres undefined) | ?
CC(CCc1ccccc1)NC(=O)C(=O)Nc1cccc(N2CCCS2(=O)=O)c1 (centres undefined) | -11%
Cc1ccc(CNC(=O)N2CCCCCNC(=O)[C@@H]3CCC[C@@H]32)cc1 | -22%
Cc1ccc(CNC(=O)C2CCCN(c3cnn(C)c(=O)c3)C2)cc1 (centres undefined) | -12%
COC(=O)c1c(C)[nH]c(C(=O)CN(C)CC(=O)Nc2cccc(F)c2)c1C | -11%
Cc1ccc(-c2ccc(C=O)o2)cc1C | 59%[activator]
CCOC(=O)c1cccc(NS(=O)(=O)c2c(-c3ccc(C)cc3)csc2C(=O)OC)c1 | -6%
COCCC1(C(=O)O)CCCN(C(=O)N2CCN(C)CC2)C1 (centres undefined) | 10%

Not a retest: 16 of the compounds above.
SMILES | KDM5B inh
COc1ccc(-c2nc3cnccn3c2NCCC(=O)O)cc1 | 28µM*
CC(=O)c1ccc(NC(=O)CSc2nc(=O)n(Cc3ccncc3)c3c2CCC3)cc1 | 6%&-3%
O=C(NCc1csc(-c2cccs2)n1)Nc1ccc(C(F)(F)F)cc1 | ?
O=C(CSc1nnc2n1CCCN2)c1ccccc1 | 17%
CCCCn1c(=O)[nH]c(=O)c2c1nc(-c1ccncc1)n2CCC | -24%
Cc1csc(NC(=O)CCc2ncc(-c3ccc(Cl)cc3Cl)o2)n1 | 11%
O=S1(=O)CCC(N2CCN(Cc3cccc(S(=O)(=O)N4CCOCC4)c3)CC2)C1 (centres undefined) | -20%
COCCC(=O)N[C@H]1CC[C@]2(C)CC[C@@H]3[C@H](OC(=O)[C@H]3C)[C@H]2[C@@H]1C | -9%[86.2 µM]
O=C(c1ccn[nH]1)N1CCN(Cc2cnn3cccnc23)CC(O)C1 (centres undefined) | ?
Cc1noc(C)c1-c1cc2cc(CO)oc2c(NCCN2CCOCC2)n1 | ?
O=c1[nH]nc(SCc2ncc(-c3cccc(Cl)c3)o2)n1C1CC1 | 8%
CCCCNC(=O)CN1C(=O)c2c(c3ccccc3n2C)C1c1ccc(OC)cc1 (centres undefined) | ?
CC(CCc1ccccc1)NC(=O)C(=O)Nc1cccc(N2CCCS2(=O)=O)c1 (centres undefined) | -11%
Cc1ccc(CNC(=O)N2CCCCCNC(=O)[C@@H]3CCC[C@@H]32)cc1 | -22%
Cc1ccc(CNC(=O)C2CCCN(c3cnn(C)c(=O)c3)C2)cc1 (centres undefined) | -12%
COC(=O)c1c(C)[nH]c(C(=O)CN(C)CC(=O)Nc2cccc(F)c2)c1C | -11%

Later entries.
SMILES | KDM5B inh
CNC(=S)NNC(=O)c1cccnc1 | -15%
Cc1cnc(NC(=O)Cn2ccc3c(Br)cccc32)s1 | 3%
O=C(Cc1c[nH]c2ccccc12)N1CCCN(c2cc(-c3ccc(Br)cc3)[nH]n2)CC1 | ?
Cc1ccc(C(C)C)c(OCC(=O)Nc2c(C(=O)c3ccccc3)oc3ccccc23)c1 | ?
CC(=O)c1ccc(NC(=O)C2(C#N)CCCC2)cc1 | -16%
COc1cccc(CNc2nc(NCc3cccc(OC)c3)n(S(=O)(=O)c3ccccc3)n2)c1 | -29%
COc1ccc(NC(=O)Cn2c(=O)n(-c3ccc(C)c(C)c3)c(=O)c3c4c(sc32)CCCCC4)cc1Cl | -11%
OCc1nc2ccccc2s1 | 11%
CCN(CC)C(=O)c1sc2c(c1C)c(=O)n(-c1ccc(C)c(C)c1)c(=O)n2CC(=O)Nc1ccc(OC)cc1OC | -17%
Cc1cnc(C(=O)N(C)Cc2ccc(Cl)s2)cn1 | 6%
CCCOc1ccc(-c2cccc(NS(=O)(=O)c3cccs3)c2)nn1 | -12%
Cc1ccc(NC(=O)COc2cccc(-c3nnc4n3CCCC4)c2)cc1 | 7%
Cc1ccsc1CNC(=O)c1cccc(C#CC(C)(C)O)c1 | 10%
COc1cccc(-c2ccnc3nc(-c4cccs4)nn23)c1 | ?
O=C(Nc1cccc(F)c1)c1ccc(Cn2ccn3nc4c(c3c2=O)CCCC4)cc1 | 25µM*
COc1ccccc1-c1nc(C(=O)N2CCN(c3ncccn3)CC2)n2ccncc12 | ?
